# 4MU fluor: qHTS Assay for Spectroscopic Profiling in 4-MU Spectral Region | max dye-equivalent concentration, M | compound autofluorescence, 340/450 nm, 4-MU equivalents; hits give high values | 59,000 compounds, 11% hits; in the data active means max dye-equivalent concentration above about 10 nM; inconclusive means mostly about 1.1 nM to 9.6 nM
#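 Intrinsic fluorescence at 340/450 nm (ex/em) was read after 15 min at room temperature in pH 8.0, 100 mM Tris. Each compound concentration expressed as 4-MU-equivalent concentration from a six-point 4-MU standard series on each plate.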
# Casp7 inh: qHTS Assay for Allosteric/Competitive Inhibitors of Caspase-7; 75,000 compounds, 0.02% hits; P55210; recombinant caspase-7, Ac-DEVD-AFC fluorescence rate; Potency, µM (series often up to 57.5 µM), for the others: at the highest dose activity change, negative = inhibition, hits mostly inhibitors; active means well fitted inhibition curve with a large enough effect in the main read-out, with a control signal flat, not every such curve was filed as active; inconclusive means small, poorly fitted or top-dose-only effect, or a change in a side signal; further: potency means the concentration at half of the fitted maximal effect; % of control where 0% means no effect
# Target sequence (P55210 24-198 limits assumed): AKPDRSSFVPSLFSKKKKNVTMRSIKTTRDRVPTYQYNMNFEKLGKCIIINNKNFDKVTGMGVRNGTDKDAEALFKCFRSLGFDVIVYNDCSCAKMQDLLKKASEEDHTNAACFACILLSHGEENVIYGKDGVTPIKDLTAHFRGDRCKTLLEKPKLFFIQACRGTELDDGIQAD
# Target sequence (P55210 207-303 limits assumed): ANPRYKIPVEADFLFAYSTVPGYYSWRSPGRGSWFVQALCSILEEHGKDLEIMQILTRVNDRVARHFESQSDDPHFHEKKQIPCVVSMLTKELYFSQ
# Caspase-1 inhib: qHTS Assay for Allosteric/Competitive Inhibitors of Caspase-1; Caspase-1 enzyme, Ac-WEHD-AFC fluorogenic rate; Potency, µM (top dose mostly 57.5 µM), for the others: at the highest dose activity change, negative = inhibition, most hits filed as inhibitors; 75,000 compounds, 0.03% hits; AID 900, 2007;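 further: potency means the concentration at half of the fitted maximal effect; plate controls were vehicle for no effect and no substrate for full effect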
# A350 fluor: qHTS Assay for Spectroscopic Profiling in A350 Spectral Region. Compound autofluorescence, 340/450 nm, Alexa 350 dye-equivalents; hits give high values. max dye-equivalent concentration, M. 59,000 compounds, 11% hits. AID 590, 2007; in the data active means max dye-equivalent concentration above about 10 nM; inconclusive means mostly about 1.1 nM to 9.6 nM
# Texas Red fluor: qHTS Assay for Spectroscopic Profiling in Texas Red Spectral Region. Compound fluorescence, Texas Red channel, 547/618 nm; hits give high values. max dye-equivalent concentration, M. 59,000 compounds, 0.06% hits. AID 587, 2007; in the data active means max dye-equivalent concentration above about 10 nM; inconclusive means between about 1.1 nM and that limit
#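 qHTS profiling of intrinsic compound fluorescence; 100 mM Tris pH 8.0; 15 min RT; ex 547 / em 618 nm; response expressed as Texas Red dye-equivalent concentration from six-point plate standard.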
# HEK293 cAMP ctrl: qHTS Assay for Agonists of the Thyroid Stimulating Hormone Receptor: Activators of Intracellular cAMP Concentrations in Parental HEK 293. parental HEK293 CNG cAMP sensor, membrane potential fluorescence. Potency, µM (titrated, usually from 57.1 µM), without a hit: at the highest dose activation, hits mostly activators. 73,000 compounds, 2.5% hits. AID 938, 2007; further: potency means the concentration at half of the fitted maximal effect; % of control where 0% means no effect; nearly all actives have a fitted effect of over 55% in size
#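 Parental HEK 293 cells stably expressing a modified CNG channel (no TSHR) report cAMP rise as membrane depolarization. Membrane potential dye with 100 uM RO 20-1724 was loaded for 60 min at room temperature, then compound added for 30 min; fluorescence read at 590 nm.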
# BRCT PPI green: qHTS Assay for Inhibitors of BRCT-Phosphoprotein Interaction (Green Fluorophore); BRCA1 BRCT-phosphopeptide binding, green fluorescence polarization; 75,000 compounds, 0.05% hits; Potency, µM (top dose mostly 76.9 µM), for the others: at the highest dose activity change, negative = inhibition, actives largely listed as inhibitors;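 further: potency means the concentration at half of the fitted maximal effect; plate controls were peptide without protein for full effect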
#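 Fluorescence polarization: His-tagged BRCT (~35 kDa BRCA1 C-terminus, 250 nM) bound to 100 nM fluorescein-labeled phosphorylated 10-aa BACH1 peptide, pH 7.3 phosphate buffer with DTT and Tween 20. Compounds incubated 12 min at room temperature; inhibition read as lowered polarization.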
# Fluorescein autfl: qHTS Assay for Spectroscopic Profiling in Fluorescein Spectral Region; Compound autofluorescence, 480/540 nm, fluorescein-equivalent; hits give high values; max fluorescein-equivalent concentration, M; 59,000 compounds, 0.91% hits; AID 593, 2007; in the data active means max fluorescein-equivalent concentration above about 10 nM; inconclusive means between about 1.1 nM and that limit
#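 Read-out is intrinsic compound fluorescence at 480/540 nm (excitation/emission), expressed as dye-equivalent concentration using a fluorescein standard series run on every plate. Compounds sat 15 min at room temperature in 100 mM Tris, pH 8.0.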
# Rhodamine autofl: qHTS Assay for Spectroscopic Profiling in Rhodamine Spectral Region; Rhodamine-region fluorescence, 547/598 nm, Tris buffer; hits give high values; max dye-equivalent concentration, M; 59,000 compounds, 0.05% hits; in the data active means max dye-equivalent concentration above about 11 nM; inconclusive means between about 1.1 nM and that limit
#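 Compound fluorescence in 100 mM Tris, pH 8.0, read after 15 min at room temperature with 547 nm excitation and 598 nm emission. Output is dye-equivalent concentration from an on-plate rhodamine standard series.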
# BRCT PPI red: qHTS Assay for Inhibitors of BRCT-Phosphoprotein Interaction (Red Fluorophore); Breast cancer type 1 susceptibility protein (Homo sapiens), P38398; BRCT-phosphopeptide binding, red fluorescence polarization; Potency, µM (doses to about 76.9 µM), for inactives: at the top dose activity change, negative = inhibition, actives largely listed as inhibitors; 75,000 compounds, 0.03% hits; AID 892, 2007; further: on the % scale 0 is the no-effect control and ±100 the full control effect
#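 Fluorescence polarization: 100 nM His-tagged BRCA1 BRCT with 100 nM TAMRA-labelled phospho-BACH1 decapeptide, phosphate buffer pH 7.3 with 150 mM NaCl, DTT, 0.01% Tween 20; 12 min RT. Binding inhibition seen as FP decrease.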
# USP2a inh: qHTS Assay for Inhibitors of Ubiquitin-specific Protease USP2a. Ubiquitin carboxyl-terminal hydrolase 2 (Homo sapiens), O75604. AID 927, 2007. 60,000 compounds, 0.1% hits. Potency, µM (top dose mostly 38.3 µM), inactives show at the top dose activity change, negative = inhibition, hits mostly inhibitors. USP2a enzymatic assay, qHTS inhibition;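 further: potency means the concentration at half of the fitted maximal effect; nearly all actives have a fitted effect of over 60% in size; plate controls were DMSO for no effect and NEM full inhibition control for full effect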
# Target sequence (O75604 whole entry, looked up): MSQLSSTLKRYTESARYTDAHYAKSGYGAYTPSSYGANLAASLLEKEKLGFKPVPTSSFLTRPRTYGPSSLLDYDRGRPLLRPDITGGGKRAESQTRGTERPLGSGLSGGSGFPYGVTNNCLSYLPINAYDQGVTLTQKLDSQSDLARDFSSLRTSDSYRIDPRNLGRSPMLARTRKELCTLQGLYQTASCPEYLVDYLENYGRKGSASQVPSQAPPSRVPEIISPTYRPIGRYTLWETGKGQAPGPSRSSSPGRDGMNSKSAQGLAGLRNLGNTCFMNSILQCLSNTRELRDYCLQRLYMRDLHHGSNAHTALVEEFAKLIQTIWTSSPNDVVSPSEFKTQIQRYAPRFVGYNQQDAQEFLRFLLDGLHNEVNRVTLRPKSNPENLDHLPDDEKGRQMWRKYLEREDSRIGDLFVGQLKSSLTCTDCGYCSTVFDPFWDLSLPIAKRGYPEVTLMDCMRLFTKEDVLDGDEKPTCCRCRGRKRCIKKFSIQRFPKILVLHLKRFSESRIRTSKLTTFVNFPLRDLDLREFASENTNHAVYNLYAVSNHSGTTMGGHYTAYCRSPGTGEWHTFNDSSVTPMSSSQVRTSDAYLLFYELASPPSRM
#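 USP2 core (20nM final) preincubated 30 min RT with compound, then Ub-PLA2 20nM and NBD C6-HPC 20uM final added; buffer 20mM Tris-HCl pH 8.0, 2mM CaCl2. Fluorescence Ex 460/Em 535 read at 0 and 2.5 h; normalized to NEM.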
# Numbers without * were called inactive; i = inactive; ? = inconclusive; . = no result given; [ ] = another dose, or the depositor's remark. Unless noted, the call rests on the fitted dose curve; in most records, active means well fitted curve in the direction sought with a large enough effect; inconclusive means small, poorly fitted or top-dose-only effect, or another doubt; inactive means no such curve, though single readings can be large; an effect the other way counts as inactive or inconclusive. Not all compounds are listed; the hit share may differ from the screen's.
# Below each compound: 4MU fluor	Casp7 inh	Caspase-1 inhib	A350 fluor	Texas Red fluor	HEK293 cAMP ctrl	BRCT PPI green	Fluorescein autfl	Rhodamine autofl	BRCT PPI red	USP2a inh
- O=C(NCCOC(=O)C1COc2ccccc2O1)c1cccnc1 (stereo unspecified)
 : i	1%	0%	i	i	1%	-0.9%	i	i	-0.2%	-6%
- COc1ccc(N2CCN(CC(=O)Nc3nnc(-c4ccccc4)s3)CC2)cc1
 : i	-1%	3%	i	i	11%	-2.2%	i	i	0.5%	34%[activator]
- CC(=O)c1cccc(NC(=O)Cn2cc3c(n2)CCCC3)c1
 : .	-2%	1%	.	.	3%	-2.4%	.	.	0.3%	.
- CCOc1cc(CNc2ncc(-c3ccc(OC)cc3)n2C)ccc1O
 : i	-4%	-2%	i	?	-28%	0.7%	?	i	-0.4%	6%
- CC(C)=CCC/C(C)=C/CO/N=C1/C[C@@H](O)[C@@H](O)[C@@H]2[C@H]3C(=O)N(c4ccc(F)cc4F)C(=O)[C@@H]3CC[C@H]12
 : .	0%[11.5 µM]	-1%[11.5 µM]	.	.	1%[11.4 µM]	-2.1%[15.4 µM]	.	.	-0.4%[15.4 µM]	.
- Cc1cc(-c2c(C)n([O-])c(C)c(C)[n+]2=O)ccc1F
 : .	0%	-1%	.	.	-5%	-3.2%	.	.	1.7%	0%
- CCCCOC(=O)C(C#N)c1nc2ccccc2nc1N1CCOCC1 (stereo unspecified)
 : ?	-27%	?	2.5e-08M*	i	25%	1.1%	2.9e-08M*	i	-0.6%	8%
- O=C(CCSCCc1ccncc1)NCCCN1CCOCC1
 : i	1%	2%	i	i	4%	-0.9%	i	i	-1.3%	5%
- COc1ccccc1N1CCN(C(=O)COc2ccc(Cl)cc2)CC1
 : i	-2%	1%	i	?	17%	-1.1%	?	i	-1.4%	5%
- COc1cccc(-n2c(CNc3ccc(F)cc3)nnc2SCC(N)=O)c1
 : i	0%	1%	i	i	3%	-1.7%	i	i	-0.2%	11%
- COCC(=O)N1CCC2(CC1)CCN(c1ccccc1)CC2
 : i	-2%	-5%	i	i	-3%	-1.2%	i	i	-0.2%	16%
- COc1cccc(CNC(=O)C2CCCN(c3nc4ccccc4o3)C2)c1 (stereo unspecified)
 : i	0%	-1%	i	i	27%	-1.2%	i	i	0.3%	7%
- CCCOc1ccc(C2C(C(=O)c3ccc(C)o3)=C(O)C(=O)N2CCCn2ccnc2)cc1 (stereo unspecified)
 : i	-3%	-3%	i	i	-3%	-3.8%	?	i	1.3%	25%
- CN(C)C(=O)N1CCC(C(=O)NCc2ccc(F)cc2)CC1
 : .	-2%	0%	.	.	17%	-2.5%	.	.	-1.8%	.
- CCn1cc(C(=O)NCC2CCCO2)c(=O)c2cc(S(=O)(=O)N(C)C3CCCCC3)ccc21 (stereo unspecified)
 : .	0%	-2%	.	.	3%	-0.6%	.	.	-0.6%	.

# The final 3 entries of the section above come first, to join the parts:
# Below each compound: 4MU fluor	Casp7 inh	Caspase-1 inhib	A350 fluor	Texas Red fluor	HEK293 cAMP ctrl	BRCT PPI green	Fluorescein autfl	Rhodamine autofl	BRCT PPI red	USP2a inh
- CCCOc1ccc(C2C(C(=O)c3ccc(C)o3)=C(O)C(=O)N2CCCn2ccnc2)cc1 (stereo unspecified)
 : i	-3%	-3%	i	i	-3%	-3.8%	?	i	1.3%	25%
- CN(C)C(=O)N1CCC(C(=O)NCc2ccc(F)cc2)CC1
 : .	-2%	0%	.	.	17%	-2.5%	.	.	-1.8%	.
- CCn1cc(C(=O)NCC2CCCO2)c(=O)c2cc(S(=O)(=O)N(C)C3CCCCC3)ccc21 (stereo unspecified)
 : .	0%	-2%	.	.	3%	-0.6%	.	.	-0.6%	.
- Cc1ccc(-c2cn3cccnc3n2)cc1NC(=O)c1c(-c2ccccc2Cl)noc1C
 : 8.5e-07M*	-5%	-3%	9.3e-07M*	i	10%	3.8%	i	i	-0.5%	29%
- CO[C@@]1(NC(=O)Cc2cccs2)C(=O)N2C(C(=O)O)=C(COC(N)=O)CSC21 (stereo partly specified)
 : .	-6%	0%	.	.	.	-2.5%[3.08 µM]	.	.	0.3%	0%
- CC(C)(C)Cn1nc(-c2ccc(Cl)cc2)c2c(N)ncnc21
 : .	0%	-2%	.	.	-7%	-0.5%	.	.	0.7%	.
- CC1CCCCN1C(=O)CSc1nc2ccsc2c(=O)n1Cc1ccccn1 (stereo unspecified)
 : i	-5%	-2%	i	i	16%	3.5%	i	i	-0.9%	20%
- COc1cccc(-c2nc(CS(=O)(=O)CC(=O)Nc3c(C)cccc3C)c(C)o2)c1
 : .	-2%	0%	.	.	6%	-0.3%	.	.	1.5%	.
- CC1(C)CC(=O)C2=C(C1)OC(N)=C(C#N)C21CCN(C(=O)OCc2ccccc2)CC1
 : i	-2%	-2%	i	i	11%	-3.4%	i	i	-1.1%	12%
- O=P(CCC(F)(F)F)(CCC(F)(F)F)CCC(F)(F)F
 : .	-4%	-2%	.	.	4%	-2.5%	.	.	0.1%	4%
- CCOc1cc(C(=O)O)cc(Cl)c1OCC#N
 : i	-1%	0%	i	?	3%	0.1%	?	i	-0.4%	-4%
- CCS(=O)(=O)n1nc(NCc2cccc(OC)c2)nc1NCc1cccc(OC)c1
 : i	-2%	0%	i	i	15%	0.1%	i	i	0.3%	-1%
- Cc1ccc(-c2cc(=O)[nH][nH]2)c(C)c1
 : i	0%	0%	i	i	-6%	-1.5%	i	i	0.0%	8%
- CC(C)(C)C1CCc2c(sc(NC(=O)c3cc(C4CC4)on3)c2C#N)C1 (stereo unspecified)
 : .	-4%	-2%	.	.	7%	1.3%	.	.	-0.6%	.
- C=CCn1c(SCc2ccc(C#N)cc2)nnc1-c1cccc(Cl)c1
 : i	-1%	1%	i	i	?	0.9%	?	i	0.1%	-6%
- CCCC1Cc2c(sc3ncnc(N)c23)CO1 (stereo unspecified)
 : ?	.	.	?	i	.	.	?	i	.	.
- CCOC(=O)Cc1csc(NC(=O)CSc2nnc(C)n2C)n1
 : i	0%	-2%	i	i	4%	-1.7%	i	i	0.3%	3%
- Cc1c(NC(=O)Oc2ccccc2)sc(=S)n1C
 : .	2%	-1%	.	.	-4%[11.4 µM]	-1.6%	.	.	-0.2%	-2%[7.66 µM]

# More entries follow.
# Below each compound: 4MU fluor	Casp7 inh	Caspase-1 inhib	A350 fluor	Texas Red fluor	HEK293 cAMP ctrl	BRCT PPI green	Fluorescein autfl	Rhodamine autofl	BRCT PPI red	USP2a inh
- O=C(NC1CCN(C(=O)N2c3ccccc3Sc3ccccc32)CC1)c1ccco1
 : i	-2%	-3%	i	i	3%	2.8%	?	i	0.1%	34%[activator]
- CCOC(=O)N1CCC(NC(=O)Cn2c3ccccc3c3cn[nH]c(=O)c32)CC1
 : i	-1%	1%	i	i	5%	0.9%	i	i	0.5%	5%
- Cc1ccc(C)c(NC(=O)C2CC(=O)N(C(C)C)C2)c1 (stereo unspecified)
 : i	1%	0%	i	?	18%	-0.5%	i	i	-1.1%	0%
- CCc1sc(C(=O)Nc2ccsc2C(=O)OC)cc1Br
 : ?	1%	-9%	?	?	19%	-1.6%	?	i	0.6%	5%
- CC(C)CC(OC(=O)c1ccco1)C(=O)NC1CCCCC1 (stereo unspecified)
 : i	-1%	1%	i	i	?	-1.5%	i	i	-1.6%	21%
- Cc1cc(C)n(-c2nc3c(c(=O)[nH]c(=O)n3C)n2CC(C)C)n1
 : i	5%	1%	i	?	-1%	-0.9%	i	i	-3.1%	-4%
- O=C(CN(C(=O)c1cc2c(s1)CCC2)C1CCCC1)NCc1cccs1
 : i	-1%	-1%	i	?	32µM*	0.5%	?	i	0.8%	19%
- O=C1c2ccccc2C(Nc2ccc3c(c2)OCCO3)N1c1ccc(Cl)cn1 (stereo unspecified)
 : .	-2%	-4%	.	.	?	0.0%	.	.	-2.6%	.
- O=c1cc(N2CCc3ccccc3C2)[nH]c(=O)n1-c1ccc(Br)cc1
 : i	-1%	2%	i	?	0%	0.0%	i	i	0.0%	-9%
- O=c1c2ccccc2nc(SCc2cn3ccsc3n2)n1-c1ccc(F)cc1
 : i	-4%	-4%	i	i	?	1.1%	?	i	-1.5%	28%
- CCn1c2ccc(CC(=O)O)cc2c2cc(CC(=O)O)ccc21
 : ?	-1%	0%	?	?	?	-0.2%	i	i	0.1%	17%
- Cn1c(=O)c2sccc2n2c(CCCC(=O)NCc3ccc4c(c3)OCO4)nnc12
 : i	1%	-1%	?	i	?	-7.6%	?	i	-1.3%	-2%
- O=C(CSc1nc(-c2ccccc2)cs1)NCc1ccco1
 : i	-1%	1%	i	i	8%	-2.8%	?	i	1.4%	-8%
- O=C(Nc1ccccc1)NC1CCN(Cc2nnnn2C2CCCCC2)CC1
 : i	-1%	-2%	i	i	-4%	-1.0%	i	i	1.1%	14%

# From PubChem BioAssay
